High-throughput results from PubChem.
bCat KO growth – beta-catenin-lacking colon tumor cell growth suppression; HCT116 beta-catenin knockout viability, CellTiter-Glo, 60 h; active compounds read low; viability, % at 10 µM; hit rate 1.5% among 140,000; AID 818;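 active = viability at or under a set limit, the compound median less 4 SD, cut at about 6% in these data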;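 note: 0% = Hyamine 1622 control at 20 µM and 100% = untreated cell control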
HCT116 PTEN-null – growth suppressors of cells with PTEN tumor suppressor deletion; HCT116 PTEN-null viability, CellTiter-Glo, 60 h; active compounds read low; viability, % at 10 µM; hit rate 1.2% among 140,000; AID 827;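 active = viability at or below a set limit, 4 SD under the median of all tested compounds, cut at about 3.7% in these data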;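 note: PTEN knockout HCT116 line with beta catenin targeted HCT116 as companion control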
Measles CPE – protection of cells from measles virus. Measles virus-infected cells, CPE protection, absorbance. protection (pct of control), % at 4 µM. hit rate 1.5% among 140,000; in the data active = protection mostly above about 24%, no sharp cut-off; inactive = mostly below about 26%; note: some compounds called inactive have numbers as strong as hits
E-sel TNF inh – blocks E-selectin expression induced by TNF alpha; HUVEC TNFa-induced E-selectin immunofluorescence, high content; inhibition, % at 2 µM; hit rate 0.71% among 120,000;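 active = inhibition above the batch mean plus 3 SD, and confirmed as a hit on visual image review, cut at about 43% in these data; inconclusive = passes the inhibition cutoff but fails visual image review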;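 note: 0% = TNF-stimulated DMSO wells and 100% = unstimulated control wells; not every result past the cut was called active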
GALR2 blocker – GALR2 (human) receptor antagonism; O43603; GALR2-expressing cells, antagonist mode; inhibition, % at 4 µM; hit rate 0.39% among 140,000; AID 828; in the data active = inhibition above about 27%;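 note: cells stimulated with galanin 1-16 at roughly its EC80; 0% = agonist challenge control and 100% = basal control without agonist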
Target sequence (O43603 whole entry, looked up): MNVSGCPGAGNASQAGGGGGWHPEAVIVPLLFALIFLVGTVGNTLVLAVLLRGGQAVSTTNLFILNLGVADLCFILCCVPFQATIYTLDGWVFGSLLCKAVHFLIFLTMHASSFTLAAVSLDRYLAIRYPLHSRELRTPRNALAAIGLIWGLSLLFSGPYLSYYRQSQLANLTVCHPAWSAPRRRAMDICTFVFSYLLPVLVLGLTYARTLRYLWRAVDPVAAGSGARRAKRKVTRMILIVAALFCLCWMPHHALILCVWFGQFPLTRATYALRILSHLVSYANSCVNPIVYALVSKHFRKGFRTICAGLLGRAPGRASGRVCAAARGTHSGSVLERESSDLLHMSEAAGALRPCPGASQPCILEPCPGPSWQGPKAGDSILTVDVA
BB579 growth dn – reduces growth of yeast BB579 in restrictive medium; S. cerevisiae BB579 growth, OD615, 48 h; inhibition, % at 10 µM; hit rate 0.51% among 140,000; AID 804;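 active = inhibition above a set limit, 3 SD over the mean compound inhibition, cut at about 44% in these data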; note: inactives centre near -24
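Detection: OD615 turbidity measurement; Material: Saccharomyces cerevisiae DeaD strain BB579, replicative lifespan model yeast; Timing: 48 h exposure, 30 °C; Doses: single 10 µM dose; Medium: CSMM-D restrictive synthetic medium containing dextrose (glucose); Controls: amphotericin B at 10 µg/mL as positive control.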
MRP1 act – activates MRP-1 | hit rate 0.61% among 140,000 | viability increase, % at 10 µM | H69AR cells + doxorubicin, viability rescue, CellTiter-Glo;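 active = viability gain under doxorubicin at or above a set limit, the compound median plus 3 SD, cut at about 4.7% in these data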;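 note: MRP-1 overexpressing cells given doxorubicin 25 µM after compound pretreatment; 18-22 h compound pretreatment then 72 h with doxorubicin before readout; 0% = doxorubicin-only wells and 100% = vehicle-treated cells without doxorubicin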
Phagocytosis inh – inhibitors of macrophage phagocytosis. inhibition, % at 5 µM. J774A.1 macrophage IgG-bead phagocytosis, imaging. hit rate 0.07% among 110,000;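 active = inhibition above the mean of the plate negative controls plus 5 SD, cut at about 13% in these data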;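 note: phagocytic index as fraction of beads internalized from green versus red external bead signal; plate controls were DMSO negative control for no effect and cytochalasin-D positive control for full effect; some results beyond the cut were filed as inactive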
Yeast lifespan up – yeast lifespan extension. hit rate 0.68% among 130,000. S. cerevisiae growth with nicotinamide, OD615; deaD strain in restrictive glucose medium. inhibition of the nicotinamide effect, % at 10 µM;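 active = inhibition above a set limit, placed 3 SD over the median of all compounds, cut at about 26% in these data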;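 note: 0% = nicotinamide-treated wells and 100% = cells grown without nicotinamide; some compounds called inactive have numbers as strong as hits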
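assay system = DeaD-strain S. cerevisiae | buffer or medium = restrictive glucose medium | reagent = 1.5 mM nicotinamide | compound = 10 µM single point, 0.25% DMSO | incubation = 48 h compound exposure at 30 °C, humidified | signal = OD615 measurement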
NPY Y2 blocker – blocks the human neuropeptide Y Y2 receptor; P49146; inhibition, % at 2.7 µM; hit rate 0.99% among 140,000; NPY-Y2 expressing cells, antagonist mode; AID 793; in the data active = inhibition above about 17%;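 note: 0% = vehicle with agonist challenge and 100% = reference antagonist with challenge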
Target sequence (P49146 whole entry, looked up): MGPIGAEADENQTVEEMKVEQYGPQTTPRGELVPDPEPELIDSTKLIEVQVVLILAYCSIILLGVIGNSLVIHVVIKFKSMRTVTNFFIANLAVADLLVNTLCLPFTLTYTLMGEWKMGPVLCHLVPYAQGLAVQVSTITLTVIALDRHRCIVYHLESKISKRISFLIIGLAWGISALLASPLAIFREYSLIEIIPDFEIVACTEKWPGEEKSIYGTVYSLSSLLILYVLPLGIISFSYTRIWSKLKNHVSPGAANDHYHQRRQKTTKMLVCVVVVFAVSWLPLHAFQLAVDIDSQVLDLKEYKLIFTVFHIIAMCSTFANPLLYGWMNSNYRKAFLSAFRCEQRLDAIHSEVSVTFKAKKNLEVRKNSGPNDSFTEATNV
* = called active by the depositor; ? = inconclusive; · = not tested or not shown.

SMILES	bCat KO growth	HCT116 PTEN-null	Measles CPE	E-sel TNF inh	GALR2 blocker	BB579 growth dn	MRP1 act	Phagocytosis inh	Yeast lifespan up	NPY Y2 blocker
OC(c1ccccn1)c1c[nH]c2ccccc12 (centres undefined)	87	87	4	4	11	-37	-2.8	-2	-14	6
C[C@@H]1NC(=O)[C@H](CCC(N)=O)NC(=O)c2cc([N+](=O)[O-])cc(I)c2NCCC[C@@H](C(N)=O)NC1=O	103	98	8	-22	-5	-23	-1.8	·	-2	1
O=C(Cc1cnn(-c2ccccc2)c1)c1ccc(O)c(O)c1O	71	83	13	0	15	-20	-3.3	-1	-6	1
CC(NO)/C(=N\O)c1cccs1 (centres undefined)	97	97	25	·	-4	-41	-0.2	1	-2	-1
COC(=O)/C=c1/sc2n(c1=O)CCN=2	88	94	5	·	2	-22	-3.7	-1	3	1
COc1ccc(C2Nc3ccccc3C(=O)N2c2ccc(C)cc2)cc1COc1ccccn1 (centres undefined)	84	86	3	·	17	-28	-1.9	-2	-2	5
Cc1ccccc1NC(=O)c1ccc(CN2CCc3ccccc3C2)cc1	67	69	6	-52	-8	-39	-1.7	-1	0	5
Cc1cc(OCCCCNC(C)C)cc(C(C)C)c1	87	96	11	·	-7	-2	-3.3	-2	5	3
COc1ccc(CCNc2c([N+](=O)[O-])c(=O)oc3ccccc23)cc1OC	101	104	5	17	2	5	-1.7	·	-16	2
Fc1ccc(-c2cnc[nH]2)cc1	91	100	9	-10	5	-35	-1.6	·	-3	-3
COc1ccc(-c2ncccc2O)cc1	96	96	22	-4	-6	12	-0.1	0	-18	-1
Cc1cc(C(=O)CSc2n[nH]c(N)n2)c(C)n1-c1cccc(F)c1	54	68	14	·	5	-24	-1.9	0	0	3
Cc1cc(C)nc(/N=C2\NC(=O)CC(C(=O)O)N2c2ccc(Cl)cc2)n1 (centres undefined)	100	111	9	·	10	-4	-1.8	0	-7	1
COc1cc2[nH]c(=S)n(C3CCCC3)c(=O)c2cc1OC	102	90	28	-23	2	-30	-2.2	-1	-5	1
COCC(=O)n1cc(C(=O)OC)c2ccccc21	89	100	5	-31	-3	-11	-1.4	·	·	2
Cc1ccc(C)c(N2CCN(S(=O)(=O)c3c(C)noc3/C=C/N(C)C)CC2)c1	38	18	5	-6	5	-15	-4.0	0	36*	0
COc1ccc(/C=C2\CCc3ccccc3C2=O)cc1Cn1nc(C)cc1C	17	12	14	39	-11	-85	-2.4	-1	6	18*
Cc1nn(-c2ccc3nnc(Br)n3n2)c(C)c1Br	102	109	7	-31	7	-3	2.1	0	-9	4
O=C1C2C3c4ccccc4C(c4ccccc43)[C@@H]2C(=O)N1c1nc(-c2ccccc2)cs1 (some centres undefined)	94	89	4	20	-5	-16	-0.9	6	-3	2
O=C(Nc1cccc(C(F)(F)F)c1)c1cc2ncc(Br)cn2n1	97	99	22	-9	-3	14	-1.4	0	-12	1
CCn1c(SC(C)C)nnc1C1CCN(S(=O)(=O)c2ccc(OC)cc2)CC1	79	76	3	36	10	-31	-0.7	·	-8	1
CCOC(=O)c1c(N)c(C#N)c2n1CCCC2	88	88	5	-6	-3	-24	-0.3	1	-28	5
COc1ccc(NC(=O)CN2CCC3(O)CCCCC3C2c2cc(OC)ccc2OC)cc1 (centres undefined)	76	81	6	-59	0	-33	-1.7	0	-15	0
O=C(NC1CCCCC1)NC1CC2CCC(C1)N2C(=S)NCc1ccco1 (centres undefined)	100	93	9	-48	13	-42	-0.4	-1	-13	9
CSc1cccc(NC(=O)C2CCCN(S(=O)(=O)c3cnc[nH]3)C2)c1 (centres undefined)	108	103	4	-1	10	10	1.3	0	-7	0
Clc1ccc(C2CC(c3cccs3)n3ncnc3N2)cc1Cl (centres undefined)	82	84	13	-21	6	3	-4.1	-1	-1	5
COc1cccc(NC(=O)CCN2C(=O)c3ccccc3S2(=O)=O)c1	92	105	3	5	3	-8	-1.8	-2	-6	1
CCC(C)NCCOCCSc1ccc(Cl)cc1 (centres undefined)	55	68	52*	14	-2	-28	-3.4	1	-1	2
NNC(=O)CNC(c1ccccc1)c1cc(Br)ccc1NC(=O)c1ccc(Br)cc1 (centres undefined)	69	74	24	0	6	2	-0.1	-6	1	1
COc1ccc(OC)c(N(CC(=O)Nc2ccccc2C(=O)NCc2ccco2)S(C)(=O)=O)c1	99	104	8	-1	-5	-34	-2.6	0	-14	0
CCOC(=O)c1c(NC(=O)C2CCCO2)sc(C(=O)OC(C)(C)C)c1C (centres undefined)	53	40	30	13	8	-51	-2.1	-2	-7	6
O=S(=O)(c1ccccc1)c1nc(-c2cccs2)oc1NCCCn1ccnc1	98	85	25	12	8	-37	-0.8	-1	1	3
CC(C)Oc1nc(-c2ccccc2O)nc2ccccc12	85	85	2	?	3	-8	-1.2	0	-3	1
FC(F)Oc1ccc(/C=N/c2c(-c3ccc(OC(F)F)cc3)nc3n2CCS3)cc1	66	62	3	-12	-14	-50	-3.1	·	·	1
Cc1nc2sccc2c(=O)n1-c1cccc(Cl)c1	87	82	18	-27	-1	-19	-2.9	·	3	9
COc1ccc(NC2=CC(c3cccc(OC)c3)N(c3ccc(OC)cc3)C2=O)cc1 (centres undefined)	89	87	26	·	-5	-27	-3.4	-7	4	-1
COc1ccc(OC)c(NC(=O)COC(=O)/C=C/c2c(C)nn(C3CCS(=O)(=O)C3)c2Cl)c1 (centres undefined)	96	103	3	-16	5	-38	-2.9	2	-1	3
Cc1ccccc1-n1c(=O)cc(NCc2ccc3c(c2)OCO3)[nH]c1=O	97	96	9	-1	0	-64	-1.4	0	-9	0
O=c1/c(=C/c2ccccn2)sc2n1CN(c1ccccc1)CN=2	83	85	17	·	14	-57	-0.6	-1	-6	5
O=C1COC(c2ccccc2)C2CCCCN12 (centres undefined)	87	81	8	-8	-3	-50	-2.2	-1	2	2
Cc1cc(C)c2c(-n3cccc3)c(NC(=O)OCc3ccccc3)sc2n1	79	82	6	13	-3	-34	-4.4	2	-4	25*
COc1ccccc1CNC(=O)c1cc2c(s1)CS(=O)(=O)C2	95	94	13	·	6	-40	-2.3	-1	-6	0
CCOC(=O)CN1CC23C=CC(O2)C(C(=O)Nc2ccc(F)cc2)C3C1=O (centres undefined)	96	96	9	6	1	-2	-2.4	-4	-2	7
O=C(NCCc1c[nH]c2ccccc12)C(=O)NCC1OCCN1S(=O)(=O)c1ccc(Cl)cc1 (centres undefined)	60	60	11	-12	7	-36	0.4	·	-4	-1
CC(C)(C)SCCNC(=O)c1ccc(Cl)c([N+](=O)[O-])c1	86	94	3	·	0	-50	-2.9	-1	-6	3
CC(=O)NC(Cc1ccc(C)cc1)C(=O)NC1CCN(c2ncccc2[N+](=O)[O-])CC1 (centres undefined)	94	88	8	-23	-1	-27	-0.9	-7	4	0
COC(=O)c1ccc(C(c2c(N)n(CC(C)C)c(=O)[nH]c2=O)N2CCN(c3ccccc3)CC2)cc1 (centres undefined)	100	84	2	9	-16	-27	-3.3	-1	-3	1
COc1cc(/C=C/C(=O)OCC(=O)NC(=O)NC(C)(C)C)ccc1OCC#N	88	94	11	5	-2	-33	-2.0	-3	4	2
CCn1c(=O)cc(SCC(=O)N(C)Cc2ccccc2)c2ccccc21	63	69	8	22	6	-32	-1.0	0	-11	1
O=C(NCCCN1CCc2ccccc2C1)C1CCN(S(=O)(=O)N2CCCC2)CC1	77	90	18	10	-6	-32	-2.2	-6	-10	2
O=C(Nc1ccsc1C(=O)NC1CCCCC1)c1ccc(F)cc1	86	96	20	29	3	-50	-0.5	·	-1	4
NC(=S)NNC(=O)Nc1cccc(Cl)c1	101	93	15	·	-5	11	-0.7	-5	4	0
Cc1ccc(SCc2ccc(C(=O)NCc3ccncc3)cc2)cc1	74	78	12	-42	5	-27	2.0	·	-11	5
CC1CN=C(N(C(=O)Nc2ccccc2)C(C)C)S1 (centres undefined)	94	99	4	12	-11	-40	-1.5	·	·	-1
O=C(CSCC(=O)NC1CC1)Nc1ccccc1	101	94	18	·	-7	-27	0.6	0	0	-1
O=C(N/N=C/c1ccc(-c2cccc(C(F)(F)F)c2)o1)c1cccc(F)c1	63	62	9	23	7	-69	-0.7	0	-17	4
O=C(NCCc1ccncc1)c1ccccc1F	96	100	22	-32	6	-17	-0.9	-1	0	2
Cc1ccc(C(=O)CSc2nnc(COc3cccc4cccnc34)o2)cc1	39	40	19	-3	4	-22	-3.3	0	-5	4
Cc1nc2ccc(S(=O)(=O)NCC(=O)O)cc2s1	93	82	16	-8	8	-42	-3.0	-1	-20	0
Cc1nc(C)c2c(c1C(F)(F)F)-c1ccccc1C2(F)F	94	100	14	1	4	-10	-0.9	1	-6	2
Following part:
SMILES	bCat KO growth	HCT116 PTEN-null	Measles CPE	E-sel TNF inh	GALR2 blocker	BB579 growth dn	MRP1 act	Phagocytosis inh	Yeast lifespan up	NPY Y2 blocker
COc1ccc(CCNC2CC(=O)N(CCc3ccccc3)C2=O)cc1 (centres undefined)	101	98	6	13	-17	-63	-0.3	0	-14	5
Cc1cc(-c2c(C)[nH]n(-c3ccccc3)c2=O)n(-c2ccccc2)n1	93	97	7	100*	15	-20	-0.6	-1	-17	-3
O=C1CC(N2CCN(c3ccccc3Cl)CC2)C(=O)N1c1ccc(F)cc1 (centres undefined)	105	93	2	-9	-8	-45	1.9	2	-16	1
COc1ccc(C2C=C(c3ccc(C)cc3)Nc3ncnn32)cc1 (centres undefined)	80	71	15	·	19	23	-2.7	0	14	6
CCn1nnnc1SCC(=O)N1c2ccccc2CCc2ccccc21	87	86	10	-8	3	-25	-3.7	0	-5	2
CCOC(=O)Cn1c(CN2CCOCC2)nc2c1c(=O)[nH]c(=O)n2C	86	101	1	·	-3	-23	-3.8	·	-2	6
CS(=O)(=O)N1CCN(c2ccccc2NC(=O)CSc2nnc(-c3ccco3)o2)CC1	91	89	10	22	3	-31	-1.0	1	4	0
CCOc1ccc(C(=O)Nc2c3c(nn2-c2ccc(C)cc2)CS(=O)C3)cc1OCC (centres undefined)	93	98	1	·	-6	-26	-1.6	0	4	4
O=C(COC(=O)c1ccc2c(c1Cl)C(=O)c1ccccc1C2=O)NC1CCCCC1	86	90	6	·	5	-33	-0.7	-1	0	1
CCn1c(=O)c2c(nc(SCC(=O)NCC3CCCO3)n2C)n(C)c1=O (centres undefined)	112	95	32	1	-11	-22	-1.0	-1	-6	1
CCCCCCCn1c(=N)n(CC(=O)c2ccco2)c2ccccc21	4.7*	2.0*	9	0	25	-13	-6.2	·	-3	15

Looked up by compound from the entries so far:
SMILES	bCat KO growth	HCT116 PTEN-null	Measles CPE	E-sel TNF inh	GALR2 blocker	BB579 growth dn	MRP1 act	Phagocytosis inh	Yeast lifespan up	NPY Y2 blocker
COc1cc2[nH]c(=S)n(C3CCCC3)c(=O)c2cc1OC	102	90	28	-23	2	-30	-2.2	-1	-5	1
CSc1cccc(NC(=O)C2CCCN(S(=O)(=O)c3cnc[nH]3)C2)c1 (centres undefined)	108	103	4	-1	10	10	1.3	0	-7	0
